GCN5L2 inh: GCN5L2 (KAT2A) acetyltransferase inhibition; Q92830; actives 0.21% (n = 390,000); AID 504327; GCN5L2 HAT assay, ThioGlo1 CoA-SH fluorescence; Potency, µM (series often up to 58.9 µM), for inactives: top-dose activity change, negative = inhibition, hits mostly inhibitors
Target sequence (Q92830 whole entry, looked up): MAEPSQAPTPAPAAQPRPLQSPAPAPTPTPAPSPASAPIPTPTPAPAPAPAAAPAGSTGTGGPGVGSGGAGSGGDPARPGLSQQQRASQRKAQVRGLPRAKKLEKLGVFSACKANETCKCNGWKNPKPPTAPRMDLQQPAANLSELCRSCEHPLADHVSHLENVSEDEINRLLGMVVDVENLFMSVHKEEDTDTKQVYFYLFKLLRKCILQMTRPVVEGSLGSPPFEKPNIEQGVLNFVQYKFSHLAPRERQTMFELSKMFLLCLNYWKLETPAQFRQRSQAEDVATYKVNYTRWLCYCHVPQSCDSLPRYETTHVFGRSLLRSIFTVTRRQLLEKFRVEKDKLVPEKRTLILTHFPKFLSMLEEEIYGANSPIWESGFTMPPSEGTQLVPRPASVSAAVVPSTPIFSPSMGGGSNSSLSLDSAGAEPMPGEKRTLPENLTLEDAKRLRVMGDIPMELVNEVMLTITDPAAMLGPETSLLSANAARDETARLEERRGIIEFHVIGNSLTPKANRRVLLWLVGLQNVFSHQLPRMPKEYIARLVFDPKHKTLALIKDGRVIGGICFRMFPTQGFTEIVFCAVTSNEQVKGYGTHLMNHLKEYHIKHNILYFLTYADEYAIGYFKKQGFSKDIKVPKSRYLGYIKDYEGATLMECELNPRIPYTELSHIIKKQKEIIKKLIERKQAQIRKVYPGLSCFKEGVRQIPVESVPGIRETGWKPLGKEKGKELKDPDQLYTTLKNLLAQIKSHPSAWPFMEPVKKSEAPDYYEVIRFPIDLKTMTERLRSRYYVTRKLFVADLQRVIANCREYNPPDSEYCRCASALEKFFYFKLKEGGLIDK
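Titration-based screen in which CoA formation is detected via maleimide probe ThioGlo1 (50uM) turning fluorescent on thiol reaction; substrates H3(1-25) 75uM and acetyl-CoA 70uM, GCN5L2 20nM, 20 min incubation at room temperature.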
DT40 TDP1 CPT: growth inhibition of DT40 Tdp1-/-;hTDP1 cells with camptothecin (screen for TDP1 inhibitors); chicken DT40 Tdp1-/-;hTDP1 cells + 20 nM CPT, ATP luminescence, 48 h; Potency, µM (doses to about 46.2 µM), without a hit: at the top dose activity change, negative = growth inhibition, actives largely listed as inhibitors; actives 12% (n = 420,000); further: nearly all actives have a fitted effect of over 55% in size
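Chicken DT40 Tdp1-/- cells stably complemented with human TDP1 were seeded at 400 cells/well in medium containing 20 nM camptothecin, exposed to pin-transferred compounds, and grown at 37 °C for at least 48 hr. Viability was read as ATP luminescence.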
TDP1 cell noCPT: qHTS for Inhibitors of human tyrosyl-DNA phosphodiesterase 1 (TDP1): qHTS in cells in absence of CPT | DT40 Tdp1-/- hTDP1 cells, no CPT, ATP luminescence, 48 h | Potency, µM (top dose mostly 46.2 µM), for inactives: at the highest dose activity change, negative = growth inhibition, actives largely listed as inhibitors | actives 15% (n = 420,000) | AID 686978, 2013; further: nearly all actives have a fitted effect of over 55% in size
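Growth kinetics read by CellTiter-Glo luminescence after ≥48 hr at 37 °C. Cells: DT40 Tdp1-/- stably carrying human TDP1, 400 per well, compound exposure in the absence of CPT (DMSO vehicle).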
Active calls of the source: *; ? = inconclusive; / = no result given; [ ] = another dose, or the depositor's remark. The call rests on the fitted dose curve; in most records, active means well fitted curve in the direction sought with a large enough effect; inconclusive means small, poorly fitted or top-dose-only effect, or another doubt; inactive means no such curve, though single readings can be large; an effect the other way counts as inactive or inconclusive. On the % scale 0 is the no-effect control and ±100 the full control effect; potency means the concentration at half of the fitted maximal effect. Not all compounds are listed, so the mix of outcomes need not match the whole.

SMILES | GCN5L2 inh | DT40 TDP1 CPT | TDP1 cell noCPT
Cc1ccc(N)c2c1OCCC2=O | -4% | -5% | -22%
COc1cccc(CNC(=O)c2c(C)nn(-c3ccccc3)c2C)c1 | -26% | 16% | ?
CC(C)COCC1CC2(CC(C)C(=O)CC2=O)C(=O)O1 (centres undefined) | 0% | -5% | -6%
Cc1cc(C)cc(CC2CC(=O)N(c3nc(C)cc(C)n3)C2=O)c1 (centres undefined) | -1% | -25% | ?
Cc1cc(=O)c2n(Cc3ccccc3Cl)nc[n+]2[nH]1 | -5% | -22% | -14%
O=[N+]([O-])c1cc(N=Nc2ccc3ccccc3c2)ccc1O | ? | 18µM* | ?
CS(=O)(=O)Nc1cccc(-c2nc(Nc3ccncc3)c3ccccc3n2)c1 | -10% | ? | ?
CN(CC(=O)Nc1ccccc1Cl)C(=O)COC(=O)c1cc(S(=O)(=O)N(C)C)ccc1N1CCCC1 | -16% | ? | ?
Cc1ccc2c(c1)cc(CN(C(=O)N1CCOCC1)C1CCCC1)c1nnnn12 | -3% | 1% | -17%
COc1ccc(C(=O)NC(=S)Nc2cc(C)ccn2)cc1[N+](=O)[O-] | 1% | 16µM* | ?

Record cards (already shown).
CC(C)COCC1CC2(CC(C)C(=O)CC2=O)C(=O)O1 (centres undefined) reads GCN5L2 inh = 0%; DT40 TDP1 CPT = -5%; TDP1 cell noCPT = -6%
CN(CC(=O)Nc1ccccc1Cl)C(=O)COC(=O)c1cc(S(=O)(=O)N(C)C)ccc1N1CCCC1 reads GCN5L2 inh = -16%; DT40 TDP1 CPT = ?; TDP1 cell noCPT = ?

Later entries.
SMILES | GCN5L2 inh | DT40 TDP1 CPT | TDP1 cell noCPT
Cc1ccc(C)c(OCC(=O)Nc2ccc(N3CCOCC3)cc2N2CCOCC2)c1 | 1% | ? | ?
COC(=O)C1=C(C)NC(=O)/C1=C\N(C)C | -4% | 5% | -3%
CCOc1ccc(-n2c(=O)c3c4c(sc3n(CC(=O)NC(C)CC)c2=O)CCC4)cc1 (centres undefined) | -4% | 18% | -15%
CC(=O)/C(=N\Nc1ccc(C)cc1)Sc1nncn1C | 2% | -10% | -8%
COC(=O)c1scc(C)c1NC(=O)CC1NCCNC1=O (centres undefined) | -9% | 6% | 27%
Cc1ccc(CN(CC(=O)NCC2CCCO2)S(=O)(=O)c2ccc(C)cc2)cc1 (centres undefined) | -3% | -1% | ?
COc1ccc(S(=O)(=O)NCc2cccnc2)cc1C(=O)N1CCCCC1 | -3% | 5% | -6%
COc1ccc(NS(=O)(=O)c2cccc(C(=O)NNC(=O)CN3C(=O)NC(C)(C)C3=O)c2)cc1 | 1% | -8% | 6%
CN(C)C(=O)NC1c2ccccc2-c2ccccc21 | -4% | -2% | 14%
CC(C)(C)c1ccc(Cn2c(Cc3ccccc3)nc3ccccc32)cc1 | -12% | 7.3µM* | 6.5µM*
CCN(CC(=O)Nc1cc(Cl)ccc1C)C(=O)CN1C(=O)NC(CC)(c2ccccc2)C1=O (centres undefined) | -3% | -29% | -16%
CCOc1ccccc1NC(=O)CCCc1ccc(OC)c(C)c1 | -1% | ? | ?
COc1ccc(S(=O)(=O)NCC(=O)NCCc2ccc(OC)c(OC)c2)cc1 | / | -8% | -29%
CCOc1cc(S(=O)(=O)N2CCOCC2)ccc1F | 3% | 5% | -16%
COc1ccc(-c2cc(C(=O)N/N=C/c3cccnc3)c3cc(C)cc(C)c3n2)cc1 | -22% | 18µM* | 8.2µM*
O=C1NCCNC1c1ccccc1 (centres undefined) | / | -2% | 5%
CC(=O)Nc1ccc(C(=O)NCCCSc2ccccc2)cc1 | / | -13% | 0%
CC12CCC(=O)N1C(C(=O)OCC(=O)Nc1cccc(Br)c1)CS2 (centres undefined) | 1% | -27% | ?
CC1CCCCN1C(=O)COc1ccc(NC(=O)c2ccco2)cc1 (centres undefined) | -3% | -16% | -2%
CCCCOc1ccc(-c2nc(=S)[nH][nH]2)cc1 | -9%[0.501 µM] | 3% | 0%
O=C(CSCC(=O)Nc1cccc([N+](=O)[O-])c1)Nc1ccccc1 | ? | 0% | -19%
COc1ccc(NC(=O)COC(=O)c2ccc3ccccc3n2)cc1OC | -6% | -1% | -2%
CCn1c(SCC(=O)N2c3ccccc3CCc3ccccc32)nc2c1c(=O)n(C)c(=O)n2C | / | ? | ?
CCOC(=O)C1CCN(C/C=C/c2ccccc2)CC1 | -5% | -12% | 14%
CCC(C)Oc1ccc(/C=C/c2[nH]c(=O)[nH]c(=O)c2[N+](=O)[O-])cc1OC (centres undefined) | ? | 55%[activator] | 32%[activator]
CCN(CC)CCCNC(=O)/C(=C\c1cccn1C)NC(=O)c1cccs1 | -9% | 2% | -3%
COc1ccccc1N1C(=O)c2ccc(C(=O)Nc3nccs3)cc2C1=O | -2% | 21% | -11%
CCNC(=O)C(=O)Nc1ccc([N+](=O)[O-])cc1 | -7% | -40% | ?
CC(C)NCC(O)COc1ccc(Br)cc1 (centres undefined) | -3% | 3% | -18%
O=C(COC(=O)c1ccncc1)Nc1ccccc1 | -7% | -2% | -4%
O=C(CSC(=S)N1CCCCC1)c1ccccc1 | 0% | ? | ?
O=C(Nc1ccccc1N1CCN(C(=O)c2ccccc2)CC1)c1ccccc1Cl | 9% | ? | ?
Cc1cc(C)n(CCNC(=O)c2cc(COc3ccc(F)cc3Cl)on2)n1 | -9% | ? | ?
COc1cccc(S(=O)(=O)N(C)C[C@@H]2OCc3cn(nn3)CCCC(=O)N([C@H](C)CO)C[C@H]2C)c1 | / | -22% | ?
Cn1cc(C(=O)NC2C3CC4CC(C3)CC2C4)cn1 (centres undefined) | -1% | -9% | -21%
CC(Oc1ccc(F)cc1)C(=O)Nc1cc(S(=O)(=O)N2CCOCC2)ccc1N1CCN(C)CC1 (centres undefined) | -11% | 1% | -2%
COc1ccc(C(=O)NCc2ccccn2)cc1[N+](=O)[O-] | -4% | -15% | -5%
CCCn1c(SCC(=O)c2cc(C)n(-c3cc(C)on3)c2C)n[nH]c1=O | -9% | ? | ?
Cc1ccc(NC2CCCN(C(=O)c3snnc3C)C2)cc1C (centres undefined) | -7% | -18% | 8%
Cc1onc(-c2c(F)cccc2Cl)c1C(=O)NCCN1CCNC1=O | -17% | -1% | -22%
COc1ccc(C(=O)N2CCN(C(=O)c3ccco3)CC2)cc1OC | 1% | 1% | 6%
CCCOCCc1nnc(N)s1 | -1% | 9% | 9%
COc1ccc(OCC(=O)N2CCN(C(=O)c3cccc4ccccc34)CC2)cc1 | -8% | -11% | -12%
COc1ccc(/C=C/C(=O)OCC(=O)c2ccccc2F)cc1 | -3% | -26% | ?
O=C(NCCCn1ccnc1)c1ccc(NS(=O)(=O)c2ccc(Cl)c(Cl)c2)cc1 | -8% | -9% | -6%
Cc1cc(=O)[nH]c2ccc(Cc3ccccc3)cc12 | / | 6% | -28%
CCn1cc(C(=O)NCCc2ccccc2C)c(=O)c2ccc(C)nc21 | -2% | -21% | ?
O=C(O[C@H]1[C@H](Cc2ccccc2)NS(=O)(=O)[C@H]2C[C@@H]3C=C[C@]12O3)c1ccc([N+](=O)[O-])cc1 | -1% | ? | ?
O=C(Nc1ccc(CN2CCCCC2)cc1)c1sc2ccccc2c1Cl | 3% | 13µM* | 16µM*
O=C1CC(N(CCc2ccccc2)C(=S)Nc2cc(Cl)ccc2Cl)C(=O)N1c1c(Cl)cccc1Cl (centres undefined) | ? | 16µM* | 10µM*
(listing goes on)
SMILES | GCN5L2 inh | DT40 TDP1 CPT | TDP1 cell noCPT
Nc1c(C(=O)N/N=C/c2ccc(F)cc2)oc2nc(-c3ccccc3)cc(-c3ccco3)c12 | -12% | 23µM* | 10µM*
Cc1ccc(S(=O)(=O)N2CCCc3cc(NC(=O)c4ccc(C(F)(F)F)cc4)ccc32)cc1 | -22% | ? | 21µM*
O=C(NCc1ccccc1)N1CCN(c2ccccc2)CC1 | -2% | 3% | -15%
COc1cccc(CNc2ccc3[nH]c(=O)[nH]c3c2)c1OCc1ccccc1 | -3% | ? | ?
Cc1cc([N+](=O)[O-])nn1Cc1ccc(C(=O)N/N=C/c2ccc(O)cc2O)cc1 | 0% | ? | ?
O=C(O)CCNc1nc(C(F)(F)F)nc2ccccc12 | -6% | -5% | -19%
O=C(NCc1ccco1)C1CC(=O)N(c2ccc(O)cc2)C1 (centres undefined) | -3% | 21µM* | 26µM*
O=C(c1cc([N+](=O)[O-])ccc1N1CCCC1)N1CCCCC1 | 1% | 7% | -18%
O=C(CSc1nnc(-c2cccnc2)n1-c1ccccc1)Nc1ccccn1 | -12% | ? | 16µM*
CCC(C)c1ccc(O)c(NC(=O)c2ncn[nH]2)c1 (centres undefined) | -2% | -28% | -12%
Nc1cc2cccnc2cc1Cl | / | -14% | 3%
Cc1ccccc1CSc1cn(CCNC(=O)c2cccs2)c2ccccc12 | -22% | 23µM* | ?
CCCN1CCN(S(=O)(=O)c2ccc3c(c2)CC(C)N3C(=O)C2CC2)CC1 (centres undefined) | -4% | -26% | -11%
O=C(OCc1ccccc1)N1CCC2CC1c1cc(-c3ccccc3)ccc12 (centres undefined) | / | ? | 23µM*
COc1ccc(CN(C)CC(=O)NC2CCCc3ccccc32)cc1OC (centres undefined) | 0% | -5% | ?
C/C(CC(=O)Nc1ccccn1)=N\NC(=O)C(=O)Nc1cccc(Cl)c1C | -2% | -2% | -14%
Cn1c(=O)c2cc(S(=O)(=O)NCCC(=O)Nc3ccccc3F)ccc2n(C)c1=O | -4% | 1% | -12%
CC1CCCCN1S(=O)(=O)c1ccc2c(c1)oc(=O)n2CC(=O)O (centres undefined) | -1% | -15% | -5%
COc1ccc(C(=S)NC2CCCCC2)cc1 | -9% | -14% | ?

In the list so far, these contain four or more nitrogen atoms.
SMILES | GCN5L2 inh | DT40 TDP1 CPT | TDP1 cell noCPT
Cc1cc(=O)c2n(Cc3ccccc3Cl)nc[n+]2[nH]1 | -5% | -22% | -14%
CS(=O)(=O)Nc1cccc(-c2nc(Nc3ccncc3)c3ccccc3n2)c1 | -10% | ? | ?
CN(CC(=O)Nc1ccccc1Cl)C(=O)COC(=O)c1cc(S(=O)(=O)N(C)C)ccc1N1CCCC1 | -16% | ? | ?
Cc1ccc2c(c1)cc(CN(C(=O)N1CCOCC1)C1CCCC1)c1nnnn12 | -3% | 1% | -17%
COc1ccc(C(=O)NC(=S)Nc2cc(C)ccn2)cc1[N+](=O)[O-] | 1% | 16µM* | ?
CC(=O)/C(=N\Nc1ccc(C)cc1)Sc1nncn1C | 2% | -10% | -8%
COc1ccc(NS(=O)(=O)c2cccc(C(=O)NNC(=O)CN3C(=O)NC(C)(C)C3=O)c2)cc1 | 1% | -8% | 6%
CCN(CC(=O)Nc1cc(Cl)ccc1C)C(=O)CN1C(=O)NC(CC)(c2ccccc2)C1=O (centres undefined) | -3% | -29% | -16%
COc1ccc(-c2cc(C(=O)N/N=C/c3cccnc3)c3cc(C)cc(C)c3n2)cc1 | -22% | 18µM* | 8.2µM*
CCn1c(SCC(=O)N2c3ccccc3CCc3ccccc32)nc2c1c(=O)n(C)c(=O)n2C | / | ? | ?
CCN(CC)CCCNC(=O)/C(=C\c1cccn1C)NC(=O)c1cccs1 | -9% | 2% | -3%
Cc1cc(C)n(CCNC(=O)c2cc(COc3ccc(F)cc3Cl)on2)n1 | -9% | ? | ?
COc1cccc(S(=O)(=O)N(C)C[C@@H]2OCc3cn(nn3)CCCC(=O)N([C@H](C)CO)C[C@H]2C)c1 | / | -22% | ?
CC(Oc1ccc(F)cc1)C(=O)Nc1cc(S(=O)(=O)N2CCOCC2)ccc1N1CCN(C)CC1 (centres undefined) | -11% | 1% | -2%
CCCn1c(SCC(=O)c2cc(C)n(-c3cc(C)on3)c2C)n[nH]c1=O | -9% | ? | ?
Cc1ccc(NC2CCCN(C(=O)c3snnc3C)C2)cc1C (centres undefined) | -7% | -18% | 8%
Cc1onc(-c2c(F)cccc2Cl)c1C(=O)NCCN1CCNC1=O | -17% | -1% | -22%
O=C(NCCCn1ccnc1)c1ccc(NS(=O)(=O)c2ccc(Cl)c(Cl)c2)cc1 | -8% | -9% | -6%
Nc1c(C(=O)N/N=C/c2ccc(F)cc2)oc2nc(-c3ccccc3)cc(-c3ccco3)c12 | -12% | 23µM* | 10µM*
Cc1cc([N+](=O)[O-])nn1Cc1ccc(C(=O)N/N=C/c2ccc(O)cc2O)cc1 | 0% | ? | ?
O=C(CSc1nnc(-c2cccnc2)n1-c1ccccc1)Nc1ccccn1 | -12% | ? | 16µM*
CCC(C)c1ccc(O)c(NC(=O)c2ncn[nH]2)c1 (centres undefined) | -2% | -28% | -12%
C/C(CC(=O)Nc1ccccn1)=N\NC(=O)C(=O)Nc1cccc(Cl)c1C | -2% | -2% | -14%
Cn1c(=O)c2cc(S(=O)(=O)NCCC(=O)Nc3ccccc3F)ccc2n(C)c1=O | -4% | 1% | -12%
